Bioassay records: PubChem BioAssay, National Center for Advancing Translational Sciences (NCATS)
TRPV1 ag: human TRPV1 agonism; Q8NER1; TRPV1-expressing cells, Fluo-8 calcium influx, agonist mode; activation, % at 8.33 µM; hit rate 0.19% among 320,000; AID 540275; in the data active = activation above about 80%; inconclusive = between about 30% and that limit; also: 0% is about no effect
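Cells expressing TRPV1 were dye-loaded with Fluo-8 and read kinetically: 10 s baseline, 3 min after compound (agonist portion), then 2 min after EC20 capsaicin (allosteric enhancer portion). Calcium-bound dye fluorescence at 480/520 nm.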
Eya2 phos inh: Eya2 (human) phosphatase inhibition. O00167. recombinant Eya2, OMFP fluorescence dephosphorylation (OMFP is methylfluorescein phosphate). Potency, µM (series often up to 76.9 µM), for inactives: top-dose activity, negative = inhibition, actives largely listed as inhibitors. hit rate 0.006% among 330,000; also: potency is read from the fitted curve at half-maximal effect; % is scaled to controls: 0 for no effect and ±100 for the full control effect
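Eya2 protein (added as 0.2 uM solution) was preincubated with compound for 10 min at ambient temperature in 50 mM HEPES pH 7.5, 50 mM NaCl, 5 uM MgCl2, 0.05% BSA, 1 mM DTT. OMFP (added at 50 uM) then reacted 10 min; fluorescence read at 485/525 nm.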
TSHR antagonist: antagonists of human thyroid stimulating hormone receptor | AID 504810 | activity change, negative = inhibition, % at 11.5 µM | hit rate 0.2% among 330,000 | TSHR-expressing cells, TSH-stimulated cAMP HTRF, 2 h; stronger effect = lower value | P16473;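 active = activity change below a set negative limit, meaning inhibition stronger than a set level, cut at about -70% in these data; inconclusive = activity change between two set negative limits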; also: % is scaled to controls: 0 for no effect and ±100 for the full control effect
Target sequence (P16473 whole entry, looked up): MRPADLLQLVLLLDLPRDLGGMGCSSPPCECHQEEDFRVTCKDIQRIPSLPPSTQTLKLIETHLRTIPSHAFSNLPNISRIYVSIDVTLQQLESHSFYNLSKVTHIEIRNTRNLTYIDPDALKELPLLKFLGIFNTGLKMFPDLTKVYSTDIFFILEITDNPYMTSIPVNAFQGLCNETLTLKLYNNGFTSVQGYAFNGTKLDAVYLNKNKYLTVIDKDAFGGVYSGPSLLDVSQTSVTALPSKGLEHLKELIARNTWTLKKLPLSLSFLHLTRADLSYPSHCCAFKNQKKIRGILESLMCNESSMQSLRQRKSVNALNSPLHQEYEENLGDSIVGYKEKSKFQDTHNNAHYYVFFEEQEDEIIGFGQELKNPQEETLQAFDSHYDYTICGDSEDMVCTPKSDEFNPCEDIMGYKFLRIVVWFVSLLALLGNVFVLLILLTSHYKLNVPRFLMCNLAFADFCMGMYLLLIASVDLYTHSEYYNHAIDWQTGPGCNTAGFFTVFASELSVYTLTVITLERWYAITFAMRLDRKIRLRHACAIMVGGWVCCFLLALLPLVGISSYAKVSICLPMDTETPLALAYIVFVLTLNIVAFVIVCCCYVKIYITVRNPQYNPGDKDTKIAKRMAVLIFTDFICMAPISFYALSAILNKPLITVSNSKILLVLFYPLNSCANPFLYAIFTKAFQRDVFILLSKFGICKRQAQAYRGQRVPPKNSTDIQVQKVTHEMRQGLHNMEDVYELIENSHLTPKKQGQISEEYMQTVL
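TSHR-expressing cells, 200/well, pre-treated with compound, then stimulated with EC80 TSH (4nM final) for 2 hours at 37 deg C. cAMP measured by competitive HTRF: anti-cAMP cryptate antibody in lysis buffer plus cAMP-d2, read after 30 minutes at room temperature.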
TCR act: T cell receptor activation; 330,000 tested, under 10 active; primary human leukocytes, anti-CD3, IL-2 HTRF, 48 h; Potency, µM (doses to about 9.22 µM), for the others: at the highest dose activation of IL-2 secretion, hits mostly activators; AID 504894; also: % of control where 0% means no effect
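Compounds are tested in HTS on primary human leukocytes co-incubated with a-CD3 beads for 48 hr. IL-2 output is measured by time-resolved FRET.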
ELG1 repair inh: ELG1-dependent DNA repair inhibition | hit rate 2.3% among 330,000 | HEK293T ELG1-luciferase reporter, luminescence, 16 h; DNA damage induced by 5-fluorouridine | AID 504467 | Potency, µM (series often up to 46.1 µM), inactives show at the highest dose activity change, negative = inhibition, actives largely listed as inhibitors; also: potency is read from the fitted curve at half-maximal effect; % is scaled to controls: 0 for no effect and ±100 for the full control effect; nearly all actives have a fitted effect of over 55% in size
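5-Fluorouridine DNA damage + compound/DMSO, 2,000 cells/well, 16 h, 37 °C/5% CO2. ONE-Glo, 30 min RT, luminescence. Readout = decrease in reporter signal.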
KCNH2 3.1 block: blocks the human KCNH2 3.1 channel isoform. U2OS KCNH2 3.1, thallium flux FluxOr; stronger effect = lower value. activity change, % (tested at about 1.8 µM). hit rate 0.95% among 340,000;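 active = maximum activity change below -70%; inconclusive = maximum activity change from -70% to -50%; inactive = maximum activity change above -50%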;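 also: thallium influx rate constant from kinetic fluorescence after stimulation buffer; % is scaled to controls: 0 for no effect and ±100 for the full control effect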
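Measured as rate of thallium-driven FluxOr signal in transduced U2OS cells carrying the 3.1 channel, read kinetically for 2 min upon stimulation; values are rate constants scaled to DMSO control wells.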
USP2a inh: USP2a (human) protease inhibition; hit rate 0.01% among 330,000; USP2 core, Ub-CHOP2 coupled fluorogenic reporter, 485/531; Potency, µM (doses to about 38.3 µM), for inactives: at the highest dose activity change, negative = inhibition, actives largely listed as inhibitors;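 also: potency is read from the fitted curve at half-maximal effect; plate controls were DMSO wells for no effect and full inhibition by NEM control for full effect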
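USP2 core (10nM final) preincubated 30min RT with compound in 20mM Tris-HCl pH 8.0, 2mM CaCl2, 2mM beta-mercaptoethanol, 0.05% CHAPS; 25nM Ub-CHOP2 plus 25nM reporter substrate added, fluorescence (Ex485/Em531) read after 60min.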
Mito fusion act: mitochondrial division inhibition or fusion activation. S. cerevisiae fusion-defective mutant growth rescue, CellTiterGlo 48 h. Potency, µM (doses to about 46.1 µM), for inactives: at the highest dose growth rescue (activation), usual class: activators. hit rate 0.23% among 320,000. AID 485298;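 also: potency is read from the fitted curve at half-maximal effect; % of control where 0% means no effect; nearly all actives have a fitted effect of over 45% in size; temperature-sensitive fusion mutants such as fzo1-1 at 37 °C on non-fermentable ethanol glycerol medium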
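Temperature-sensitive fusion-defective S. cerevisiae (e.g. fzo1-1, mgm1-5) were grown with compound in YPEG medium (3% ethanol, 3% glycerol) for 48 hours at 37C. Growth rescue was measured as viability by CellTiterGlo luminescence after 10 minutes at ambient.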
AT treatment: candidate therapy for ataxia-telangiectasia | hit rate 0.19% among 320,000 | Potency, µM (top dose mostly 57.5 µM), inactives show at the highest dose activation, hits mostly activators | […] A-T fibroblasts, KAP-1 phosphorylation AlphaLISA; neocarzinostatin DNA damage 30 min before lysis; also: potency is read from the fitted curve at half-maximal effect; % of control where 0% means no effect; nearly all actives have a fitted effect of over 45% in size
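ATM-like activity read as KAP-1 phosphorylation via AlphaLISA donor/acceptor antibody pairs after lysis and 6 hr at 25C. Cells were ATM-null patient fibroblasts ([…], hTERT), dosed 60 min, then exposed to the DSB inducer NCS for 30 min.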
hERG WT inh: KCNH2 (human, wildtype) channel inhibition | U2OS, BacMam KCNH2, thallium flux FluxOr; stronger effect = lower value | hit rate 0.37% among 340,000 | AID 720551 | activity change, % at 1.84 µM | Q12809;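 active = maximum activity change below -70%; inconclusive = maximum activity change between -70% and -50%; inactive = maximum activity change above -50%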; also: % is scaled to controls: 0 for no effect and ±100 for the full control effect
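U2OS cells were transduced with wild-type KCNH2 virus (2.03 x 10^8 / mL) for 4 h at room temperature, then cultured overnight at 37 C. Thallium flux was read with FluxOr dye. Rate constants were normalized to DMSO controls.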
Starred values were filed as active, the others as inactive; ? = inconclusive; nt = not tested or not shown; & = joins results of further samples; [ ] = remark or other dose. Unless noted, calls follow the shape of the dose curve; as a rule, active = well fitted curve in the direction sought with a large enough effect; inconclusive = small, poorly fitted or top-dose-only effect, or another doubt; inactive = no such curve, though single readings can be large; an effect the other way counts as inactive or inconclusive. This is a subset, so the mix of outcomes need not match the whole.

SMILES	AT treatment	TSHR antagonist	USP2a inh	ELG1 repair inh	Mito fusion act	hERG WT inh	TCR act	KCNH2 3.1 block	TRPV1 ag	Eya2 phos inh
Cc1ccc(S(=O)(=O)NNC(=S)NC(=O)c2ccc([N+](=O)[O-])cc2)cc1	2.8%	-4.8	0.2%	10.8%	-2.7%	10.9	-1.8%[46.1 µM]	-12.8	-0.5	2.5%
O=C(NC1CCCCC1)C(c1ccccc1)N1CCCC1 (stereo not drawn)	-6.6%	12.6	-1.0%	1.7%	5.2%	27.7	1.9%	8.2	9.2	0.4%
CN(C)N1C(=O)CC(N2CCCC2)C1=O (stereo not drawn)	-6.8%	14.6	-1.8%	11.2%	-7.0%	8.0	0.3%	20.5	-3.1	-0.1%
CCC(C)NCCCOc1cc(Cl)ccc1Cl (stereo not drawn)	-1.2%	12.3	0.3%	-22.8%	-8.5%	0.9	4.5%	-8.0	1.4	-29.2%
O=C(O)c1ccc(C2NCC(c3ccccc3Cl)c3c2[nH]c2ccccc32)cc1 (stereo not drawn)	-7.3%	-7.4	-0.6%	-2.4%	-2.2%	2.0	6.3%	-4.9	-1.3	4.8%
CCOC(=O)C1CCN(Cc2ccc3ccccc3c2)CC1	-5.6%	-0.7	-0.5%	-5.1%	-0.5%	24.4	-2.1%	-1.8	1.9	9.9%
O=C(CSc1nnc(-c2cccs2)o1)c1cccs1	10.9%	2.3	-4.0%	?	-3.9%	10.0	-0.2%	11.4	-1.1	-8.3%
OC(CN1CCOCC1)CN(c1ccccc1)c1ccccc1 (stereo not drawn)	3.5%	-7.9	-0.6%	-2.7%	-4.3%	7.9	1.1%	13.4	1.3	-5.1%
O=C(Nc1ccc(Cl)cc1)Nc1nc(-c2ccccc2O)cs1	39.8µM*	3.3	0.7%	?	8.0%	1.6	-0.9%	-2.8	?	10.7%
CC(C)(C)OC(=O)C[C@H]1C/C=C\C[C@H](CC(=O)NCCO)C(=O)N[C@@H](Cc2ccccc2)COC1=O	10.2%	-12.9	4.2%	11.3%	nt	-23.3	6.7%	-14.2	nt	10.9%
COc1ccc(CNC(=O)C2CCN(S(=O)(=O)N3CCOCC3)CC2)cc1	5.8%	-13.2	2.7%	-1.6%	-2.1%	-9.6	-2.8%	-12.4	-1.0	-2.9%
O=C(Nc1cc(Cl)ccc1N1CCCC1)C1=NN(c2ccccc2)C(=O)CC1	-2.3%	-8.3	0.1%	?	0.6%	5.4	11.4%	-15.4	7.9	-1.4%
Cc1cc(/C=C(/C#N)C(=O)O)c(C)n1CCC(C)C	-2.4%	-5.0	-4.1%	25.2%	5.6%	-4.6	1.9%[46.1 µM]	0.9	-6.7	2.5%
O=C(c1cccc(F)c1)N1CCc2ccccc2C1	3.9%	9.9	-0.8%	0.0%	-0.9%	-4.3	0.2%	-2.3	2.0	13.5%
COc1ccc(C(=O)Nc2ccc(C)cn2)c(OC)c1	6.9%	-7.3	-1.1%	?	-1.9%	1.7	-0.3%	-16.2	17.1	-0.3%
Cc1ccc2nc(Cl)c(C#N)cc2c1	1.4%	6.9	3.3%	17.9%	-2.6%	4.0	nt	-6.8	-1.9	-20.9%
CCOc1ccc(NC(=O)CSc2nc3ccccc3c(=O)n2CCNC(C)=O)cc1	-1.1%	8.4	0.3%	0.6%	-0.9%	7.7	-5.3%	-10.7	-3.9	5.2%
CCCOc1ccc(/C=C2/C(=O)ON=C2C)cc1OCC	3.9%	-9.0	3.9%	14.8%	4.9%	-4.6	-1.8%	-6.2	-0.6	-16.8%
CC12CN(S(=O)(=O)c3ccccc3)CC(C)(CN(S(=O)(=O)c3ccccc3)C1)C2	-1.7%	9.2	16.8%	14.2%	-1.9%	0.8	-12.7%	-6.7	-2.1	-1.9%
O=c1c2ccccc2nnn1-c1ccc(Br)cc1	-3.0%	-10.4	-0.1%	?	1.1%	0.1	3.3%	-11.0	1.0	13.6%
Cc1sc(NC(=O)c2ccco2)c(C(=O)c2ccc(Cl)cc2)c1C	-3.9%	-0.6	-6.1%	-17.9%	0.6%	-1.7	0.2%[46.1 µM]	-8.6	4.3	-1.4%
Cc1ccccc1-c1nnc(SC(C)C(=O)NC2CCCC2)o1 (stereo not drawn)	6.1%	-10.4	-0.9%	-1.6%	9.4%	-4.4	-0.7%	-2.0	?	6.6%
O=C(COC(=O)CNS(=O)(=O)c1ccc(F)c(F)c1F)Nc1ccc(OC(F)F)cc1	-8.0%	-1.9	2.2%	17.1%	-3.9%	-14.2	1.2%[46.1 µM]	-9.8	2.0	1.5%
CN(CC(=O)Nc1ccc(F)cc1)C(=O)CCc1nc2sc3c(c2c(=O)[nH]1)CCCC3	1.3%	7.0	-0.1%	?	-1.1%	-8.3	4.0%	-12.5	-2.9	-23.1%
COC(=O)CCCC1=CC2=CC(=O)C(C)(OC(=O)c3cccs3)C(=O)C2=CN1c1cccc(C#N)c1 (stereo not drawn)	-32.3%	-7.2	6.0%	0.7%	3.4%	10.5	-5.3%	-8.7	-1.8	3.4%
CCOc1ccccc1CN1CCN(Cc2nc3ccccc3s2)CC1CCO (stereo not drawn)	3.2%	-3.1	-0.5%	-21.3%	2.0%	7.7	-0.6%	?	4.2	-22.1%
O=C(N/C(=C/c1cccnc1)C(=O)N1CCOCC1)c1ccco1	-1.5%	-3.0	?	5.4%	-3.1%	-4.5	-3.4%[46.1 µM]	-17.6	2.2	-9.0%
CC(=O)NC(C(=O)c1ccccc1)N1CCCCC1 (stereo not drawn)	12.0%	27.4	0.5%	?	1.3%	-1.9	-6.5%	-31.4	0.0	0.6%
CCOC(=O)C(CC)/C(C)=N/NC(=O)c1ccccc1[N+](=O)[O-] (stereo not drawn)	-3.7%	11.1	1.7%	-15.4%	-1.8%	-4.5	-2.4%	13.9	-4.3	8.7%
CCOc1ccc(NS(=O)(=O)c2cc3c4c(c2)C(C)C(=O)N4CCC3)cc1 (stereo not drawn)	0.4%	6.4	3.2%	-10.3%	2.9%	-4.1	1.0%	-9.0	1.0	-7.9%
COC(=O)c1ccccc1OC(=O)c1ccc(Br)o1	-9.9%	-0.3	2.0%	7.0%	3.3%	-18.0	-1.6%	-1.5	0.0	7.7%
O=C(CN1CCN(C(=O)N2CCCCC2)CC1)Nc1ccc(F)cc1	0.9%	-4.8	0.2%	-6.7%	-2.0%	-2.9	nt	-3.5	2.7	11.8%
O=C(Nc1ccc2c(c1)OCO2)c1cccc2c1C(=O)N(Cc1cccnc1)C2	-6.9%	-6.0	3.2%	?	17.5%	-3.5	4.0%	8.7	11.4	-7.1%
CCOC(=O)/C=c1\s/c(=C\c2ccc(C(F)(F)F)cc2)c(=O)n1CC(=O)NCc1ccco1	-4.6%	9.4	-0.2%	?	-4.5%	-2.9	3.7%[46.1 µM]	0.1	8.2	-25.5%
CC(=O)Cc1nsc(NC(=O)c2oc(-c3ccccc3Cl)cc2C)n1	1.3%	-6.5	0.5%	-5.1%	9.4%	nt	3.5%	15.7	9.1	-5.9%
CCOc1ccc(NC(=O)CSc2nncc(=O)[nH]2)cc1	-5.2%	-2.8	-1.6%	4.2%	0.2%	0.4	-0.5%	-0.9	-1.0	10.2%
Cc1cc(=O)oc2c(C)c(OCC(=O)NCCc3ccc(S(N)(=O)=O)cc3)ccc12	1.4%	4.2	0.1%	-5.2%	7.9%	-18.2	3.5%	-29.9	-3.5	1.1%
CCn1cc(C(=O)NCc2ccccc2)c(=O)c2cc(F)c(N3CCN(C(=O)c4ccco4)CC3)cc21	3.4%	-18.5	-0.4%	16.4µM*	22.3%	7.3	3.6%	-8.9	-1.9	-5.5%
Cc1c(C(=O)NCc2cccnc2)oc2ccccc12	-34.3%	-4.0	0.4%	3.4%	-0.7%	0.6	-0.8%	9.4	-0.4	-13.8%
CCCn1c2ccc(F)cc2c2nnc(SCCN3CCCCC3)nc21	13.0%	-0.1	-0.5%	?	16.5%	2.7	3.0%	-6.6	6.3&2.7	-17.5%
CN1CCN(C(=O)CN2C(=O)COc3ccc(S(=O)(=O)N4CCOCC4)cc32)CC1	-1.8%	-11.3	0.9%	14.5%	1.9%	8.7	-0.2%	-3.6	1.3	-0.5%
O=C(c1coc2ccc(O)c(CN3CCOCC3)c12)C1CC1	0.3%	6.3	4.5%	-9.9%	0.9%	3.7	-1.9%	4.0	-1.9	10.4%
Cc1onc(-c2c(F)cccc2Cl)c1C(=O)N(C)CC(=O)Nc1cccc(F)c1	7.9%	6.3	-0.6%	9.5%	2.3%	-4.7	4.2%	3.0	12.9	6.0%
